Neddyl block: inhibitors of human cullin neddylation | TR-FRET cullin neddylation, biochemical | calls only at 25 µM | 360,000 tested, 0.58% active | AID 651699; in the data active means inhibition above about 36%
CSN inh: CSN deneddylation inhibition. Q92905. Purified CSN, SCF-Nedd8-OG deneddylation, fluorescence polarization. inhibition, % at 12.5 µM. 360,000 tested, 0.38% active;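 active means pattern-corrected inhibition above about 35%, with an unprinted fluorescence ratio check between 0.5 and 1.5, limit read from the data, passing the limit was not always enough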;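 further: 0% = enzyme with substrate and 100% = substrate without enzyme; some results filed as inactive read as strong as hits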
Target sequence (Q92905 whole entry, looked up, one chain of several): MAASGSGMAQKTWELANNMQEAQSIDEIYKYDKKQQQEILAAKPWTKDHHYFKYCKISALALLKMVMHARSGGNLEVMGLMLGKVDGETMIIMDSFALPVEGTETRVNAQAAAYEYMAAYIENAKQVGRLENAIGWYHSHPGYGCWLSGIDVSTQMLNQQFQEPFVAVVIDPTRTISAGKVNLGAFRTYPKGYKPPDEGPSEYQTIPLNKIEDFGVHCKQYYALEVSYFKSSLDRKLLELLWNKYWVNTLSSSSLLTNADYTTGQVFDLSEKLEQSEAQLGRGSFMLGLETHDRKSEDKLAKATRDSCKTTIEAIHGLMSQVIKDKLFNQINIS
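Assay system: Purified human Csn5 enzyme expressed in HEK293T cells | Amount: Enzyme 0.24 nM | Measured by: Fluorescence polarization readout | Medium: Tris/NaCl/DTT buffer, pH 7.5 | Compound dosing: One concentration, 12.5 µM, 0.25% DMSO | Times: 90 min incubation of compound, enzyme and substrate at room temperature | Control set: no-enzyme wells high, enzyme-with-substrate wells low | Read-out: % inhibition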
PABP1 MLLE inh: inhibitors of microRNA-mediated deadenylation, human PABP1 MLLE binding | P11940 | GST-MLLE / FITC-PAM2 fluorescence polarization | inhibition, % at 20 µM | 360,000 tested, 0.36% active | AID 588489; in the data active means inhibition above about 35%, passing the limit was not always enough;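 further: plate controls were DMSO wells with GST-MLLE for no effect and wells lacking GST-MLLE protein for full effect; some results filed as inactive read as strong as hits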
NadD block: blocks S. aureus nicotinate mononucleotide adenylyltransferase. 360,000 tested, 0.78% active. purified NadD enzyme, colorimetric absorbance read-out. inhibition, % at 20 µM. AID 602399; in the data active means inhibition above about 26%; further: some compounds past the cut are filed as inactive
Rpn11 inh: Rpn11 (human) deubiquitinase inhibition; 360,000 tested, 0.59% active; O00487; human 26S proteasome, Ub4-pepOG fluorescence polarization; 20S core pre-blocked with epoxomicin; calls only at 20 µM;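 active means inhibition at 20 µM, scaled to each plate's controls, above about 33%, limit read from the data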
Target sequence (O00487 whole entry, looked up): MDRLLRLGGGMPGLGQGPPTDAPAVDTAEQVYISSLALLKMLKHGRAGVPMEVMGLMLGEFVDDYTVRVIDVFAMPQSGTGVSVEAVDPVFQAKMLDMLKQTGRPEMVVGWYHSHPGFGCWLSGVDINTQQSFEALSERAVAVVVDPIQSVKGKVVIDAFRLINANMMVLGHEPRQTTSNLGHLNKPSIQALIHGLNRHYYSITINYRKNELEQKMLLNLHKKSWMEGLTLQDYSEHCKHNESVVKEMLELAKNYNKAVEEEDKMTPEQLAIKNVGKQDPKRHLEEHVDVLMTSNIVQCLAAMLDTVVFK
SKN-1 block: blocks SKN-1 activity in C. elegans; C. elegans VP596 Pgst-4::GFP/RFP ratio, acrylamide-induced, 24 h; inhibition, % at 21.8 µM; 360,000 tested, 0.49% active;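 active means interference check ratio from 0.5 to 1.5 plus GFP to RFP signal ratio inhibition reaching or exceeding a fixed threshold, cut at about 30% in these data, passing the limit was not always enough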; further: some compounds called inactive have numbers as strong as hits
MT1-MMP act inh: blocks activation of human MT1-MMP. HT1080 RFP-PRO-GFP cells, GFP/RFP ratio fluorescence, overnight; percent of plate control window, DMSO zero. P50281. 360,000 tested, 0.061% active. AID 651647. GFP/RFP ratio change, % at 20 µM;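 active means GFP/RFP ratio change of at least 30% with cell ATP level not reduced by more than half and red fluorescence within 50% of control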; further: strong numbers were not always called active
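Compound: 20 µM single dose, 1% DMSO / System: HT1080 RFP-PRO-GFP cells / Controls: DMSO and RFP-L50D-GFP cell wells / Read-out basis: GFP/RFP fluorescence ratio / Schedule: overnight compound exposure at 37 °C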
FAS TE block: blocks the thioesterase domain of human fatty acid synthase | P49327 | recombinant FAS-TE, OMFH fluorogenic substrate, fluorescence endpoint | inhibition, % at 15 µM | 360,000 tested, 0.67% active | AID 602261;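 active means compounds whose normalised, plate-corrected inhibition of enzyme fluorescence in the single-dose primary screen is 50% or more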;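 further: 0% = DMSO with enzyme and 100% = substrate without enzyme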
Rin1-Abl PPI inh: human Rin1-Abl interaction inhibition. P00519+Q13671. TR-FRET Rin1/Abl binding, biochemical. inhibition, % at 7.35 µM. 360,000 tested, 0.4% active. AID 588664; in the data active means inhibition above about 5%, passing the limit was not always enough
* hit, by the source's call.

A first look, three compounds:
What do the screens show for `COc1ccc(C2CC(=O)C=C(NCc3ccc4c(c3)OCO4)C2)cc1` (stereo unspecified)?
Neddyl block: inactive; CSN inh: -3.4; PABP1 MLLE inh: 3.8; NadD block: 7.0; Rpn11 inh: inactive; SKN-1 block: 1.5; MT1-MMP act inh: 2.1; FAS TE block: -2.5; Rin1-Abl PPI inh: -0.2

What do the screens show for `COc1ccccc1C(=O)Nc1ccc2c(c1)CCCN2C(=O)c1cccs1`?
Neddyl block: inactive; CSN inh: 1.7; PABP1 MLLE inh: -4.5; NadD block: -4.3; Rpn11 inh: inactive; SKN-1 block: -1.9; MT1-MMP act inh: 1.9; FAS TE block: 11.5; Rin1-Abl PPI inh: 0.6

How did COc1ccccc1N1CCN(C(=O)COc2cc(C)cc3oc(=O)cc(C)c23)CC1 do in these assays?
CSN inh: -1.4; PABP1 MLLE inh: 2.7; NadD block: 1.1; Rpn11 inh: inactive; SKN-1 block: 1.0; MT1-MMP act inh: 2.7; FAS TE block: 11.2; Rin1-Abl PPI inh: 4.1

The whole of this part, repeating the preview:
What do the screens show for `COc1ccc(C2CC(=O)C=C(NCc3ccc4c(c3)OCO4)C2)cc1` (stereo unspecified)?
Neddyl block: inactive; CSN inh: -3.4; PABP1 MLLE inh: 3.8; NadD block: 7.0; Rpn11 inh: inactive; SKN-1 block: 1.5; MT1-MMP act inh: 2.1; FAS TE block: -2.5; Rin1-Abl PPI inh: -0.2

What do the screens show for `COc1ccccc1C(=O)Nc1ccc2c(c1)CCCN2C(=O)c1cccs1`?
Neddyl block: inactive; CSN inh: 1.7; PABP1 MLLE inh: -4.5; NadD block: -4.3; Rpn11 inh: inactive; SKN-1 block: -1.9; MT1-MMP act inh: 1.9; FAS TE block: 11.5; Rin1-Abl PPI inh: 0.6

How did COc1ccccc1N1CCN(C(=O)COc2cc(C)cc3oc(=O)cc(C)c23)CC1 do in these assays?
CSN inh: -1.4; PABP1 MLLE inh: 2.7; NadD block: 1.1; Rpn11 inh: inactive; SKN-1 block: 1.0; MT1-MMP act inh: 2.7; FAS TE block: 11.2; Rin1-Abl PPI inh: 4.1

Results for COc1ccc(CNC(=O)c2ccccc2SC)cc1 ?
Neddyl block: inactive; CSN inh: -3.0; PABP1 MLLE inh: 7.4; NadD block: -0.5; Rpn11 inh: inactive; SKN-1 block: -11.5; MT1-MMP act inh: 2.4; FAS TE block: -6.6; Rin1-Abl PPI inh: -1.5

What do the screens show for `Cc1ccc(-c2nn3c(C)nnc3c3ccccc23)cc1S(=O)(=O)NCc1ccco1`?
Neddyl block: inactive; CSN inh: -0.7; PABP1 MLLE inh: 2.2; NadD block: 7.4; Rpn11 inh: inactive; SKN-1 block: 8.8; MT1-MMP act inh: 15.1; FAS TE block: -1.6; Rin1-Abl PPI inh: 1.4

How did COc1ccc(S(=O)(=O)NCC(c2cccnc2)N2CCN(Cc3ccccc3)CC2)cc1 (stereo unspecified) do in these assays?
Neddyl block: inactive; CSN inh: 0.7; PABP1 MLLE inh: -6.4; NadD block: -0.7; Rpn11 inh: inactive; SKN-1 block: 19.0; MT1-MMP act inh: -2.7; FAS TE block: -2.7; Rin1-Abl PPI inh: 3.0

What do the screens show for `CCC(C(=O)NCc1ccccc1)n1c(CSCCOc2ccccc2)nc2ccccc21` (stereo unspecified)?
Neddyl block: inactive; CSN inh: -3.5; SKN-1 block: -2.2; MT1-MMP act inh: 4.5

How did COc1cccc(C(=O)NCCN2C(=O)S/C(=C/c3cccs3)C2=O)c1OC do in these assays?
Neddyl block: inactive; CSN inh: 8.0; PABP1 MLLE inh: 2.4; NadD block: -1.9; Rpn11 inh: inactive; SKN-1 block: 14.4; MT1-MMP act inh: 0.4; FAS TE block: 7.9; Rin1-Abl PPI inh: -1.6

How did O=C(CSc1nnc(NC(=O)c2ccc(F)cc2)s1)NC1CC1 do in these assays?
Neddyl block: inactive; CSN inh: 7.4; PABP1 MLLE inh: 16.1; NadD block: -6.6; Rpn11 inh: inactive; SKN-1 block: -5.8; MT1-MMP act inh: 1.7; FAS TE block: -5.9; Rin1-Abl PPI inh: 1.9

How did O=C(NCc1ccco1)C1CCN(c2nc3ccccc3n2Cc2ccc(F)cc2)CC1 do in these assays?
Neddyl block: inactive; CSN inh: 5.9; PABP1 MLLE inh: -7.1; NadD block: 0.6; Rpn11 inh: inactive; SKN-1 block: 1.0; MT1-MMP act inh: -0.1; FAS TE block: 7.8; Rin1-Abl PPI inh: 2.3

How did CCOc1ccccc1CN1CCNC(=O)C1CC(=O)NC1CCCCC1 (stereo unspecified) do in these assays?
Neddyl block: inactive; CSN inh: -4.0; PABP1 MLLE inh: 14.7; NadD block: -2.7; Rpn11 inh: inactive; SKN-1 block: 7.1; MT1-MMP act inh: 1.0; FAS TE block: -3.1; Rin1-Abl PPI inh: 0.3

How did O=c1c(-c2cccs2)nc2ccccc2n1C(CCc1ccccc1)c1nc2ccccc2[nH]1 (stereo unspecified) do in these assays?
Neddyl block: inactive; CSN inh: 10.4; SKN-1 block: 12.3; MT1-MMP act inh: -22.3

Results for COc1ccc(-c2ccc(SC)nn2)cc1 ?
Neddyl block: inactive; CSN inh: -3.3; PABP1 MLLE inh: -6.6; NadD block: 1.7; Rpn11 inh: inactive; SKN-1 block: 6.0; MT1-MMP act inh: 2.4; FAS TE block: 0.0; Rin1-Abl PPI inh: -1.8

Results for CN1C2CCC1CC(NC(=O)CSc1ccc(Cl)cc1)C2 (stereo unspecified) ?
Neddyl block: inactive; CSN inh: -4.8; PABP1 MLLE inh: -7.3; NadD block: -4.6; Rpn11 inh: inactive; SKN-1 block: -4.2; MT1-MMP act inh: -8.2; FAS TE block: -6.5; Rin1-Abl PPI inh: 2.3

How did CCOC(=O)Cc1c(C)nc2c(-c3ccc(Cl)cc3)cnn2c1C do in these assays?
CSN inh: -2.2; PABP1 MLLE inh: -1.4; NadD block: 2.9; Rpn11 inh: inactive; SKN-1 block: -6.0; MT1-MMP act inh: -5.0; FAS TE block: 19.7; Rin1-Abl PPI inh: 4.3

How did N#CCSc1nc2c(cc1C#N)CCCC2 do in these assays?
Neddyl block: inactive; CSN inh: -1.5; PABP1 MLLE inh: 5.0; NadD block: 0.8; Rpn11 inh: inactive; SKN-1 block: -12.6; MT1-MMP act inh: 3.2; FAS TE block: 4.4; Rin1-Abl PPI inh: -0.9

How did Cc1nn(Cc2cccc(C(=O)O)c2)c(C)c1[N+](=O)[O-] do in these assays?
Neddyl block: inactive; CSN inh: 1.4; PABP1 MLLE inh: -3.4; NadD block: -7.2; Rpn11 inh: inactive; SKN-1 block: -8.9; MT1-MMP act inh: -1.1; FAS TE block: -2.4; Rin1-Abl PPI inh: -4.2

What do the screens show for `CCC1CCCCN1C(=S)Nc1ccc(S(=O)(=O)Nc2ncccn2)cc1` (stereo unspecified)?
Neddyl block: inactive; CSN inh: 2.6; PABP1 MLLE inh: 1.9; NadD block: -1.0; Rpn11 inh: inactive; SKN-1 block: 8.5; MT1-MMP act inh: -0.4; FAS TE block: -2.1; Rin1-Abl PPI inh: -2.0

What do the screens show for `CCCCn1nnnc1C(c1cc2ccccc2o1)N(C)CCc1ccccc1` (stereo unspecified)?
Neddyl block: inactive; CSN inh: -3.1; NadD block: 9.9; SKN-1 block: 3.0; MT1-MMP act inh: -4.4; FAS TE block: 25.9

Results for O=C(Nc1ccccc1)/C(=C\c1ccc2c(c1)OCO2)NC(=O)c1ccco1 ?
Neddyl block: inactive; CSN inh: 6.1; PABP1 MLLE inh: 10.8; NadD block: 7.8; Rpn11 inh: inactive; SKN-1 block: 5.5; MT1-MMP act inh: 2.9; FAS TE block: -0.5; Rin1-Abl PPI inh: 1.9

Results for COCC(=O)n1nc(-c2ccccc2)nc1NCc1ccc(N(C)C)cc1 ?
Neddyl block: inactive; CSN inh: 5.3; PABP1 MLLE inh: -22.9; NadD block: -0.6; Rpn11 inh: inactive; SKN-1 block: -3.4; MT1-MMP act inh: 3.6; FAS TE block: 2.7; Rin1-Abl PPI inh: -0.7

How did Cc1ccc(CSCC2Nc3ccc(C(=O)N4CCN(c5ccc(F)cc5)CC4)cc3NC2=O)cc1 (stereo unspecified) do in these assays?
Neddyl block: inactive; CSN inh: 25.2; PABP1 MLLE inh: -133.6; NadD block: 73.7*; Rpn11 inh: active; SKN-1 block: 8.8; MT1-MMP act inh: -47.1; FAS TE block: -9.2; Rin1-Abl PPI inh: 0.2

How did N=c1ccn(Cc2ccc(Cl)cc2)cc1 do in these assays?
Neddyl block: inactive; CSN inh: 0.8; PABP1 MLLE inh: -1.3; NadD block: -2.0; Rpn11 inh: inactive; SKN-1 block: -15.8; MT1-MMP act inh: 10.3; FAS TE block: -5.0; Rin1-Abl PPI inh: -2.7

What do the screens show for `O=S1(=O)CCN=C2SC3=C(CCCC3)N21`?
Neddyl block: inactive; CSN inh: 0.5; PABP1 MLLE inh: 9.4; NadD block: 1.8; Rpn11 inh: inactive; SKN-1 block: -2.9; MT1-MMP act inh: 4.9; FAS TE block: -10.2; Rin1-Abl PPI inh: 2.6

How did CCCCOc1ccc(CNC(=S)N/N=C/c2ccc(OC)c(OC)c2)cc1 do in these assays?
Neddyl block: inactive; CSN inh: -9.0; PABP1 MLLE inh: 17.1; NadD block: -2.3; Rpn11 inh: inactive; SKN-1 block: 14.3; MT1-MMP act inh: 0.0; FAS TE block: 24.5; Rin1-Abl PPI inh: -2.4

Results for O=S(=O)(Nc1ccc(-c2cn3ccccc3n2)cc1)c1ccccc1 ?
Neddyl block: inactive; CSN inh: -3.3; PABP1 MLLE inh: -8.4; NadD block: -7.3; Rpn11 inh: inactive; SKN-1 block: 15.6; MT1-MMP act inh: 6.8; FAS TE block: 1.7; Rin1-Abl PPI inh: 4.1

How did C/C(CC(=O)Nc1ccc(Cl)cc1C(F)(F)F)=N\NC(N)=S do in these assays?
Neddyl block: inactive; CSN inh: -0.1; PABP1 MLLE inh: -13.9; NadD block: 0.0; Rpn11 inh: inactive; SKN-1 block: 11.8; MT1-MMP act inh: -4.5; FAS TE block: -5.2; Rin1-Abl PPI inh: 1.3

Results for C[C@@]12C(=O)N(c3ccc(Cl)cc3)C(=O)N1[C@@H]1c3ccccc3OC[C@@H]1[C@H]2c1ccccc1 ?
Neddyl block: inactive; CSN inh: 0.0; PABP1 MLLE inh: 7.1; NadD block: -5.0; Rpn11 inh: inactive; SKN-1 block: -9.9; MT1-MMP act inh: -9.3; FAS TE block: 32.3; Rin1-Abl PPI inh: 0.1

How did O=C1C2C3CCC(CC3)C2C(=O)N1c1ccccc1 (stereo unspecified) do in these assays?
Neddyl block: inactive; CSN inh: 4.5; PABP1 MLLE inh: 1.3; NadD block: -2.7; Rpn11 inh: inactive; SKN-1 block: 16.9; MT1-MMP act inh: -1.8; FAS TE block: -3.6; Rin1-Abl PPI inh: 1.7

What do the screens show for `O=C(COC(=O)c1cc[n+]([O-])cc1)Nc1ccc(Cl)cc1[N+](=O)[O-]`?
Neddyl block: inactive; CSN inh: -1.4; PABP1 MLLE inh: 4.1; NadD block: -5.4; Rpn11 inh: inactive; SKN-1 block: 1.9; MT1-MMP act inh: 0.8; FAS TE block: -6.7; Rin1-Abl PPI inh: -3.4

How did CC(=O)NCCC(=O)N1CCCC(C(=O)c2ccc3c4c(cccc24)CC3)C1 (stereo unspecified) do in these assays?
Neddyl block: inactive; CSN inh: -2.0; PABP1 MLLE inh: -1.2; NadD block: 0.4; Rpn11 inh: inactive; SKN-1 block: 4.1; MT1-MMP act inh: 4.7; FAS TE block: -2.9; Rin1-Abl PPI inh: -2.3
